# Compound activity as filed in PubChem BioAssay.
# FN deposition inh: fibronectin deposition inhibition | AH1F fibroblasts, Alexa488-fibronectin deposition fluorescence, overnight | actives 0.086% (n = 350,000) | inhibition, % at 12.6 µM;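 active = mean inhibition across replicates of 30% or more, regardless of how many single replicates reach that level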;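 also: positive control wells lacked labelled fibronectin entirely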
#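 material = AH1F fibroblast monolayer depositing Alexa488-labelled fibronectin into matrix | amount = 10000 AH1F cells/well | buffer or medium = DMEM plus 2% serum, read in PBS | incubation = 1 h cell adhesion before compound, then overnight fibronectin incubation | detection = fluorescence at 485 nm excitation, 525 nm emission | evaluation = percent inhibition as loss of matrix-bound fibronectin fluorescence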
# S100A4 inh HTS: blocks human S100A4 binding to myosin IIA peptide; P26447; inhibition, % at 10.7 µM; actives 0.14% (n = 360,000); S100A4/TAMRA-MyoIIA peptide fluorescence polarization;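 active = mean inhibition of at least 70% across replicates, with every replicate also reaching that level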
# Target sequence (P26447 whole entry, looked up): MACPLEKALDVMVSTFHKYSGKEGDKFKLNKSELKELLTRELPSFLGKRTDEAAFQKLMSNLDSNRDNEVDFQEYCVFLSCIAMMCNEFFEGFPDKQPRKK
#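 assay system = human S100A4 monomer with TAMRA-labelled myosin IIA peptide | also added = labelled myosin peptide probe, 5 nM | incubation = 5 min between mix addition and reading | control set = DMSO and TFP controls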
# Statin myotox sup: suppression of simvastatin myotoxicity | C2C12 myotubes + simvastatin, ATP luminescence, 48 h; scaled: DMSO 0, geranylgeraniol control 100 | rescue of ATP level, % at 7.49 µM | actives 0.78% (n = 330,000);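 active = mean ATP rescue above about 67%, or every replicate alone reaching that limit, limit read from the data, passing the limit was not always enough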;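 also: myotubes were challenged with 10 µM simvastatin during compound exposure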
# CASP6 VEID inh: caspase-6 (human) enzyme inhibition. P55212. AID 686996. inhibition, % at 12.5 µM. purified caspase-6, Z-VEID-R110 cleavage fluorescence. actives 0.53% (n = 350,000);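 active = mean inhibition across replicates at least about 35%, with every replicate also reaching that limit, limit read from the data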;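 also: 0% = median of neutral control wells and 100% = no fluorescence left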
# Target sequence (P55212 24-179 limits assumed): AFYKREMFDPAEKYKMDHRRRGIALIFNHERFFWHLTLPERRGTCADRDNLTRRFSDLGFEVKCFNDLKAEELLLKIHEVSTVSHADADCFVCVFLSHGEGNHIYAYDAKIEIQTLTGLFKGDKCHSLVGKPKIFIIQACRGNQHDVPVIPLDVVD
# Target sequence (P55212 194-293 limits assumed): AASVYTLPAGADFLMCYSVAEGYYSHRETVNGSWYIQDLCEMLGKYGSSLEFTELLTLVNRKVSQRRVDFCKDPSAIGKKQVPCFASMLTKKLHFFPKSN
# SIRT5 inh: sirtuin-5 (human) deacylase inhibition | Purified SirT5, succinyl-peptide AMC, trypsin-coupled fluorescence | actives 1.1% (n = 330,000) | Q9NXA8 | AID 652115 | inhibition, % at 15 µM; in the data active = inhibition above about 15%
# Target sequence (Q9NXA8 whole entry, looked up): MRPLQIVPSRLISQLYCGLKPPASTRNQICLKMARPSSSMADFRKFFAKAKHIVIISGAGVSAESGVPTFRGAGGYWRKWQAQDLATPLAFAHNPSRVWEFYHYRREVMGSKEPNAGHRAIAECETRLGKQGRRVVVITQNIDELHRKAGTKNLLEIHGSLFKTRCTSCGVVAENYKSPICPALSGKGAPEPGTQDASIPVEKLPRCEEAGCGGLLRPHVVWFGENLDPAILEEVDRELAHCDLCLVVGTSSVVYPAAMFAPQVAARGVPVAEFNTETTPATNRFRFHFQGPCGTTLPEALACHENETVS
# esBAF inh: SWI/SNF esBAF complex inhibition | reporter increase, % at 12.5 µM | mouse ES cells, Bmi1-luciferase knock-in reporter, 24 h; 100% = twice the neutral-well signal | actives 2% (n = 350,000); in the data active = activation above about 40%;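 also: 0% = median of the plate's neutral control wells and 100% = double that signal; a rise in the Bmi1 reporter signal indicates esBAF inhibition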
# LGR2 inh: blocks bursicon-induced cAMP signaling via Drosophila LGR2 | actives 0.35% (n = 380,000) | inhibition, % at 9.99 µM | HEK293 LGR2, CRE-luciferase, bursicon-stimulated, 4 h;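 active = drop in luminescence signal, shown as inhibition above about 50% in the replicate tests, limit read from the data, passing the limit was not always enough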;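 also: agonist challenge used bursicon conditioned medium at about half maximal strength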
# * hit, by the source's call; nt = not tested or not shown; & = joins results of further samples.
SMILES,FN deposition inh,S100A4 inh HTS,Statin myotox sup,CASP6 VEID inh,SIRT5 inh,esBAF inh,LGR2 inh
CSc1ccc(CN2CCC(n3nccc3NC(=O)C3CCOC3)CC2)cc1 (stereo not drawn),1,0,-1,-5,-2,3,3
CC(C)NC(=O)Nc1ccc2c(c1)C(=O)N([C@@H](C)CO)C[C@@H](C)[C@H](CN(C)S(=O)(=O)c1cccs1)OCCCC[C@@H](C)O2,-2,-27,nt,1,1,4,-3
O=[N+]([O-])c1ccc(Cl)cc1N1CCOCC1,-5,1,4,2,-2,-3,nt
C[C@@H]1CN([C@@H](C)CO)C(=O)Cc2cc(NC(=O)NC3CCCCC3)ccc2O[C@H]1CN(C)C(=O)Nc1ccc(C(F)(F)F)cc1,2,4,-33,nt,4,-4,3
COc1ccc(C(=O)NCc2oc(-c3ccccc3)cc2C(=O)O)cc1,nt,7,3,6,-1,1,9
COCCCNC(=O)Cc1c(C)c2cc3c(cc2oc1=O)OC(C)(C)CC3,3,-1,-49,1,-43,6,2
O=c1cc(C(F)(F)F)nc(SCc2cccc3ccccc23)[nH]1,0,-6,-18,-4,-3,-4,4
CC(C)c1ccc(NC2CCCN(C(=O)c3ccsc3)C2)cc1 (stereo not drawn),-8,-1,-15,3,1,-6,1
CCOCCCNS(=O)(=O)c1cc(Br)cc2c1N(C(=O)C1CC1)CC2,7,nt,2,nt,nt,5,nt
O=C(NC1CCCCCCC1)c1ccccc1-c1ccccc1,9,0,nt,0,-5,nt,12
CC(C)c1cccc(C(C)C)c1NC(=O)Cn1c(=O)cnc2ccccc21,2,-19,nt,0,-5,nt,-9
c1ccc2nc3[nH]cnc3nc2c1,nt,1,-16,-3,-3,15,13
CN1CCN(CCN2CCn3c2nc2ccccc23)CC1,nt,nt,81*,nt,nt,5,1
CC(NC(=S)Nc1ccccc1Cl)C(c1cccs1)N1CCCC1 (stereo not drawn),-5,2,3,-4,-2,-8,6
C[C@H](CO)N1C[C@H](C)[C@@H](CN(C)Cc2ccccn2)Oc2cc(C#C[C@@H](C)O)ccc2S1(=O)=O,nt,-12,-9,0,0,1,0
COc1ccc(-n2c(C)cc(C(=O)COc3ccc(-n4cnnn4)cc3)c2C)cc1,nt,nt,-2,nt,nt,3,19
CCCC#Cc1cnc2c(c1)C(=O)N([C@H](C)CO)C[C@@H](C)[C@@H](CN(C)C(=O)NCCC)O2,nt,-4,11,3,-3,-5,11
O=C(O)c1ccccc1C(=O)N1CC=C(c2ccccc2)CC1,nt,nt,-52,nt,nt,-25,15
Cc1ccc(S(=O)(=O)Nc2ccc(C(=O)N3CCCC3)cc2)c(C)c1NS(C)(=O)=O,-5,-3,4,-1,-4,-6,12
C[C@H](CO)N1C[C@H](C)[C@H](CN(C)C)Oc2cc(C#C[C@@H](C)O)ccc2S1(=O)=O,2,-18,12,1,-4,-1,4
O=C(NCc1cc2ccccc2[nH]1)C1CCC(=O)N(CC2CCCCC2)C1 (stereo not drawn),6,-6,5,6,nt,7,-13
Cc1noc(C)c1NC(=O)N(C)C[C@H]1Oc2c(NS(=O)(=O)c3ccccc3)cccc2C(=O)N([C@H](C)CO)C[C@@H]1C,nt,-6,nt,1,-3,nt,-6
Cc1ccc(/C=N/NC(=O)c2ccncc2)o1,7,-1,nt,2,nt,nt,1
CN(c1ccccc1)S(=O)(=O)c1ccc(C(=O)NCc2ccco2)cc1,-4,-3,7,9,-3,0,1
CC(C)C(=O)Nc1ccc2c(c1)C(=O)N(C)[C@H]1CC[C@H](CC(=O)N[C@H](C)c3ccccc3)O[C@H]1CO2,nt,nt,0,nt,nt,7,2

# The listing continues:
SMILES,FN deposition inh,S100A4 inh HTS,Statin myotox sup,CASP6 VEID inh,SIRT5 inh,esBAF inh,LGR2 inh
CN(CC(=O)Nc1ccc(Cl)cc1)c1ccc(S(=O)(=O)N2CCCCC2)cc1[N+](=O)[O-],6,nt,29,nt,nt,-13,2
O=C(NCc1ccc2c(c1)OCO2)c1ccc(Cl)c(S(=O)(=O)NCc2ccccc2)c1,2,2,nt,3,-2,nt,20
O=C(O)c1cc(-c2ccc(N3CCOCC3)cc2)nn1-c1ccc(F)cc1F,nt,4,nt,0,-3,nt,7
O=C(NC1CCCC1)C1CC(O)CN1C(=O)Nc1ccccc1 (stereo not drawn),0,1,12,-1,0,-5,11
CCCCCCN1C[C@H](n2cc(C3CC3)nn2)[C@@H](O)C[C@@H]1c1ccc(Cl)cc1,1,1,6,-2,-5,13,-5
COc1cc(CNC(=O)OC2CC3CC2[C@H]2CCCCN2C3=O)cc(OC)c1 (stereo partly drawn),-6,-2,nt,-3,-1,nt,10
CC(OC(=O)c1ccc2c(=O)n3c(nc2c1)CCC3)C(N)=O (stereo not drawn),nt,5,nt,5,1,nt,10
CCOc1ccc(C(C)=O)cc1COC(=O)C(C)N=C1NS(=O)(=O)c2ccccc21 (stereo not drawn),-8,2,1,0,-4,-3,-1
CCC(c1nnc(SCC(=O)Nc2nnc(-c3ccccc3)o2)o1)N(C)C (stereo not drawn),1,nt,-6,nt,nt,-4,nt
C[C@@H]1CN([C@@H](C)CO)C(=O)c2cc(NC(=O)Nc3ccc(C(F)(F)F)cc3)ccc2O[C@@H](C)CCCCO[C@@H]1CN(C)Cc1ccncc1,nt,-6,nt,-1,2,-2,40
O=C(C1CCC1)N1C[C@@H]2[C@H](c3ccccc31)[C@H](CO)N2C(=O)c1ccccc1F,-3,3,3,-2,-2,0,12
CC1(c2nnnn2Cc2ccccc2)CCC(=O)N1CCc1ccc(O)cc1 (stereo not drawn),-17,5,nt,1,nt,nt,-12
O=C(c1ccc(F)cc1)N1CC(=O)N2[C@@H](CO)[C@@H](c3ccc(C#CC4CCCCC4)cc3)[C@@H]2C1,nt,-11,nt,-1,-3,nt,-5
Cc1nc2ccc(N=NN(C)C)cc2[nH]1,-1,3,nt,0,-11,nt,nt
CCNC(=O)[C@H]1[C@H](CO)[C@H]2Cn3c(ccc(C4=CCCC4)c3=O)[C@@H]1N2S(=O)(=O)c1cn(C)cn1,nt,-1,nt,2,-16,nt,7
Cc1cc(C)cc(NC(=O)CSc2nccn2Cc2ccco2)c1,nt,-2,-1,-1,-7,19,-12
Cc1c(C(=O)NCC2COc3ccccc3O2)oc2ccc(S(=O)(=O)N(C)C3CCCCC3)cc12 (stereo not drawn),nt,-5,2,1,-3,1,4
CN(C)C(=O)c1ccc(-c2ccc([C@H]3[C@@H](C#N)N[C@@H]3CO)cc2)cc1,10,nt,6,nt,nt,18,-8
O=C(Nc1cccnc1)c1cc(-c2cccnc2)nc2ccc(Br)cc12,nt,2,nt,-5,1,nt,4
COc1ccc(Cl)cc1N(C(C)C(=O)NC1CCCC1)S(C)(=O)=O (stereo not drawn),-11,-2,nt,3,1,nt,20
O=C(COCc1cc(-c2ccc3c(c2)OCO3)on1)N1CCN(c2cccc(C(F)(F)F)c2)CC1,7,17,9,6,1,0,2
COC(=O)c1cc(=O)c2c(ccc3oc(=O)ccc32)[nH]1,0,-2,nt,0,0,nt,-3
COc1ccc(CC(=O)N2CCC(C)(C(=O)NS(=O)(=O)C3CC3)C2)cc1OC (stereo not drawn),nt,-1,3,1,nt,-4,5
COc1ccccc1CNC(=O)c1ccccc1SCC(=O)NCc1ccco1,nt,1,-8,-1,-11,4,-1
Cn1cc([N+](=O)[O-])c(C(=O)NC2CCCCCC2)n1,12,-5,6,-1,2,0,-5

# Complete entries as entered above. Order of values: FN deposition inh	S100A4 inh HTS	Statin myotox sup	CASP6 VEID inh	SIRT5 inh	esBAF inh	LGR2 inh
# COc1ccc(CC(=O)N2CCC(C)(C(=O)NS(=O)(=O)C3CC3)C2)cc1OC (stereo not drawn) in the list: nt	-1	3	1	nt	-4	5
# COC(=O)c1cc(=O)c2c(ccc3oc(=O)ccc32)[nH]1 in the list: 0	-2	nt	0	0	nt	-3

# (next part)
SMILES,FN deposition inh,S100A4 inh HTS,Statin myotox sup,CASP6 VEID inh,SIRT5 inh,esBAF inh,LGR2 inh
Cn1c(N)c(C(=O)COC(=O)CC(NC(=O)c2ccccc2Cl)c2ccccc2)c(=O)n(C)c1=O (stereo not drawn),5,8,-4,-5,-1,-3,-6
COCC1CCN(C(=O)c2cc(COc3ccc(OC)cc3Cl)on2)C1 (stereo not drawn),nt,0,nt,0,3,nt,-31
Cc1ccc(Cl)c(NC(=O)COC(=O)c2nn(C)c(=O)c3ccccc23)c1Cl,0,0,0,-3,1,-5,-4
CN(CCOc1ccccc1)CC(=O)Nc1cccc(C#N)c1,4,-5,-5,2,-1,3,11
Cc1noc(C)c1S(=O)(=O)N(C)C[C@H]1Oc2ccc(NS(C)(=O)=O)cc2CC(=O)N([C@@H](C)CO)C[C@H]1C,nt,-6,-16,2,4,-6,9
C[C@@H]1CCCCO[C@@H](CN(C)C(=O)Nc2ccc3c(c2)OCO3)[C@@H](C)CN([C@@H](C)CO)C(=O)c2cc(NC(=O)c3ccccc3)ccc2O1,nt,-10,nt,1,-1,nt,-30
Cc1ccc(NC(=O)c2ccc(NCc3ccco3)c([N+](=O)[O-])c2)cc1Cl,-4,nt,-47,nt,nt,8,-16
CN(CCc1ccccn1)Cc1ccc(Cl)c(Cl)c1,-1,1,-2,-3,-3,-6,4
O=C(NCc1ccccn1)c1ccc(OC2CCN(Cc3ccccc3O)CC2)cc1,-3,4,14,-4,-2,0,8
CCC(CC)C(=O)c1c[nH]c(C(=O)N2CCN(c3ccc(OC)cc3)CC2)c1,-28,-4,7,-2,-4,9,-2
O=C(Nc1ncnc2sc3c(c12)CCC3)c1ccco1,nt,3,7,5,2,-4,-3
Cc1cc(Br)ccc1NC(=O)CN(C)C(=O)CNC(=O)Cc1ccccc1,-6,-1,-9,2,-4,0,6
C/C(CCc1ccco1)=N\NC(=O)CNc1cccc2ccccc12,14,4,7,4,-4,6,-22
CC1=NN(C(=O)c2ccc(Cn3cc(Br)c([N+](=O)[O-])n3)o2)C(O)(C(F)(F)F)C1 (stereo not drawn),0,-6,nt,4,0,nt,nt
C[C@@H]1CN([C@H](C)CO)C(=O)c2cc(NC(=O)Nc3ccc4c(c3)OCO4)ccc2O[C@H]1CN(C)Cc1ccncc1,6&6,-1&-1,-12&-7,1&-2,nt,0&-3,-15&20
CCOC(=O)C1CCCN(C(=O)c2ccc3nc(-c4ccc(OC)c(OC)c4)c(-c4ccc(OC)c(OC)c4)nc3c2)C1 (stereo not drawn),7,11,2,8,11,0,-3
O=C1Oc2ccccc2C(=O)/C1=C/c1ccccc1O,nt,1,nt,3,-2,nt,1
COC1(OC)C(/C=C/c2ccc(C)cc2)C(C#N)(C#N)C1(OC)OC (stereo not drawn),2,nt,-1,nt,nt,-10,nt
Cc1ccc(NC(=O)Cc2nnc(N)s2)cc1,-1,-4,-2,-2,-2,-4,1
CCn1c(CCl)nc2cc(S(=O)(=O)N3CCOCC3)ccc21,-8,0,12,-2,nt,0,-1
N#Cc1cc(O)c(-n2nnc3ccccc32)cc1C#N,-3,6,-5,-1,-2,8,-10
COc1ccc2nc(NC(=O)CN3CCOCC3)sc2c1,4,nt,-7,nt,nt,15,nt
O=C(Cc1ccc([N+](=O)[O-])cc1)N1CCN=C1SCc1ccccc1,6,-4,nt,-1,-3,nt,-5
COc1ccc(OC)c(CCNC(=O)Cn2ccc3cc(S(=O)(=O)N4CCCC4)ccc32)c1,12,4,1,0,-2,-1,7
COc1ccc(CN2C(=O)C(CC(=O)NCc3cccs3)CC(C(=O)N(C)C)=C2C)cc1 (stereo not drawn),0,0,4,-1,-2,2,1
CC(OC(=O)c1ccc2ncsc2c1)C(=O)N1CCCC1 (stereo not drawn),-1,-1,nt,9,0,nt,10

# Two compounds drawn at random from those above:
SMILES,FN deposition inh,S100A4 inh HTS,Statin myotox sup,CASP6 VEID inh,SIRT5 inh,esBAF inh,LGR2 inh
CC(NC(=S)Nc1ccccc1Cl)C(c1cccs1)N1CCCC1 (stereo not drawn),-5,2,3,-4,-2,-8,6
CN(C)C(=O)c1ccc(-c2ccc([C@H]3[C@@H](C#N)N[C@@H]3CO)cc2)cc1,10,nt,6,nt,nt,18,-8

# An excerpt; rates above refer to the full screens.
